IMPase inh – qHTS Assay for Identifying the Cell-Membrane Permeable IMPase Inhibitors; inhibition (IP1 accumulation), % at 46.1 µM; CHO-M1 cells, IP1 accumulation, HTRF TR-FRET ratio; Inositol monophosphatase 1 (Rattus norvegicus), P97697; 120,000 tested, under 10 active; active = well fitted curve in the direction sought with a large enough effect in the signal ratio, not every such curve was filed as active; inconclusive = small, poorly fitted or top-dose-only effect, or a change in a side signal; inactive = no such curve, though single readings can be large or run the other way; the % refers to the signal ratio;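 note: cells stimulated with carbachol in lithium chloride buffer; plate controls were DMSO basal wells for no effect and reference inhibitor wells for full effect; higher means more IMPase inhibition seen as more IP1 and lower FRET ratio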
Target sequence (P97697 whole entry, looked up): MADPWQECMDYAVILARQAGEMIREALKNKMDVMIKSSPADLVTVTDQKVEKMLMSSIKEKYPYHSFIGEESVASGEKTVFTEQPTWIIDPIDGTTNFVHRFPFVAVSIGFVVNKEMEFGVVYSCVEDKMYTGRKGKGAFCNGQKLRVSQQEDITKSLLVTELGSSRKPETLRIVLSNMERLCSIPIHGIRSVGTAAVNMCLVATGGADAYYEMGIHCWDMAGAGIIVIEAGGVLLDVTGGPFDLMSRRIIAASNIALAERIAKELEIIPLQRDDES
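CHO-M1, 2000 cells/well, cultured 16–30 h; cpd up to 46 uM; carbachol (50 uM solution, stimulation buffer w/ 50 mM LiCl, pH 7.4), 30 min 37C; IP-One TR-FRET, 10 min RT; Ex 320/Em 665, 620; Hill-fit AC50.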
15-hLO-2 inh – qHTS Assay for Inhibitors of 15-hLO-2 (15-human lipoxygenase 2). Polyunsaturated fatty acid lipoxygenase ALOX15B (Homo sapiens), O15296. purified 15hLO-2, xylenol orange hydroperoxide absorbance. Potency, µM (series often up to 57.1 µM), for the others: at the highest dose activity change, negative = inhibition, most hits filed as inhibitors. 110,000 compounds, 0.56% hits. AID 881, 2007; note: potency is the fitted concentration of half-maximal effect; nearly all actives have a fitted effect of over 60% in size; many of its hits are not listed in these tables
Target sequence (O15296 whole entry, looked up): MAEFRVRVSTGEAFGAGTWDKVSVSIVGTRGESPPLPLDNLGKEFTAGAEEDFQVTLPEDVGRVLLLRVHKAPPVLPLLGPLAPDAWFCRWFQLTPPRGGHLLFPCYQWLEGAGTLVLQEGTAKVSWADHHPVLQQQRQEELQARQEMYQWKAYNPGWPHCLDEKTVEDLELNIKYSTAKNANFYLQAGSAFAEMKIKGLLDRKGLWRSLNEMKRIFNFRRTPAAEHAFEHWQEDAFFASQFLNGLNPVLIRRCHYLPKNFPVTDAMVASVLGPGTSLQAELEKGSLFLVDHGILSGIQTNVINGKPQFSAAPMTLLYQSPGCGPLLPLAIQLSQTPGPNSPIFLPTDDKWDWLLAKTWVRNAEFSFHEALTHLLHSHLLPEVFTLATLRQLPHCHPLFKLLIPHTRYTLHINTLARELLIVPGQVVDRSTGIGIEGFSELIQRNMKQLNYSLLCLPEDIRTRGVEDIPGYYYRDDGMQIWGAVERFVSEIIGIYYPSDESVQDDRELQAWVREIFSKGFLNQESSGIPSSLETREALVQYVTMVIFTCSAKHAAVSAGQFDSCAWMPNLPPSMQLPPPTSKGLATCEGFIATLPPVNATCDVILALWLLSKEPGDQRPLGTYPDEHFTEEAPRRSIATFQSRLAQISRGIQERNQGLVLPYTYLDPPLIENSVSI
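Purified human 15hLO-2 (50 nM) preincubated 15 min with compound, then 45 uM arachidonic acid for 90 min at RT in 25 mM Hepes pH 7.5, 0.01% Triton X-100. Hydroperoxide detected by Fe-xylenol orange; 573/405 nm absorbance ratio.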
ALOX12 inhib – qHTS Assay for Inhibitors of 12-hLO (12-human lipoxygenase); AID 1452, 2008; purified 12-hLO, xylenol orange hydroperoxide absorbance; 150,000 compounds, 0.12% hits; Potency, µM (doses to about 57.1 µM), inactives show at the top dose activity change, negative = inhibition, hits mostly inhibitors; note: potency is the fitted concentration of half-maximal effect; nearly all actives have a fitted effect of over 55% in size; many of its hits are not listed in these tables
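150 nM 12hLO, 25 mM Hepes pH 7.0 + 0.01% Triton X-100; cpd preinc 15 min RT; 40 uM arachidonic acid, 30 min RT; Fe-XO 30 min; A573/A405 ratio as read-out.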
PNC inhibitor – High Content Assay for Compounds that inhibit the Assembly of the Perinucleolar Compartment | 140,000 compounds, 3.1% hits | activity change (PNC), negative = inhibition, % at 10 µM | PC3M PTB-GFP, PNC prevalence imaging, 16 h; hits give low values;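 active = readout at or below -70, meaning at least 70% loss of cells showing the perinucleolar compartment, a nuclear body marking cancer cells; inconclusive = readout between -30 and a set limit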;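 note: plate controls were DMSO wells for no effect and camptothecin positive control wells for full effect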
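PC3M cells stably expressing PTB-GFP, 750–1000 cells/well, treated 16 h at 37 °C with compound (23 nl of library stock), in duplicate. After paraformaldehyde fixation and Hoechst stain, imaged at 20x; PNC prevalence scored by image analysis.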
* hit, by the source's call; ? = inconclusive; / = no result given; [ ] = dose if it differs, or a comment. Unless noted, calls come from the whole dose curve; as a rule, active = well fitted curve in the direction sought with a large enough effect; inconclusive = small, poorly fitted or top-dose-only effect, or another doubt; inactive = no such curve, though single readings can be large; an effect the other way counts as inactive or inconclusive. Unless noted, % is set by controls: 0 for no effect and ±100 for the full control effect. An excerpt (hit frequency here may not be typical).

Value order – IMPase inh, 15-hLO-2 inh, ALOX12 inhib, PNC inhibitor
Cc1cc2nnc(SCC(=O)NCc3cccs3)n2c2ccccc12
  7, -5%, -5%, ?
N#C/C(=N\Nc1ccc(Cl)cc1)C(=N)N1CCCCC1
  7, ?, ?, 20
CCn1c(SCc2nc(CC(=O)Nc3ccccc3OC)no2)nnc1-c1cccs1
  4, -4%, 3%, -10
CCOC(=O)C1=C(c2ccccc2)N(C)C(=O)NC1c1ccc(O)c(OC)c1 (centres undefined)
  -23, -14%, -15%, ?
O=C(COC(=O)C1CCCN1C(=O)c1cccs1)c1ccccc1 (centres undefined)
  0, 12%, 0%, ?
CCc1nnc(NC(=O)CSc2nnc(-c3c[nH]c4ccccc34)n2CC)s1
  -5, 2%, -7%, -7
CCOC(=O)C1=C(C)NC(C)=C(C(=O)OCC)C1c1ccc(O)cc1
  3, 2%, 0%, 29
O=C(NCCN1CCOCC1)c1cc(Cl)ccc1[N+](=O)[O-]
  0, /, -1%, -15
Cn1nc(C(F)(F)F)c(C#N)c1N1CCN(c2ccccc2)CC1
  2, 7%, 2%, -16
COc1cc(C(=S)N2CCC(C(N)=O)CC2)ccc1O
  13, 8%[2.29 µM], -2%, -4
CCOc1ccccc1C(=O)NCc1ccco1
  1, -15%, -8%, -15
COC(=O)c1c(NC(=O)c2ccccc2)sc(Cc2ccccc2)c1C
  -1, -1%, 2%, 2
O=C(N/N=C/c1cccc(OCc2ccccc2)c1)c1cccs1
  9, 8%, -2%, 0
CCOC(=O)Cc1csc(SCC(=O)NC2CCCCC2)n1
  /, /, -2%, 28
Cc1ccc(NC(=O)COC(=O)/C=C/c2cccc(Cl)c2)cc1S(=O)(=O)N1CCOCC1
  5, /, 0%, 21
N#Cc1c(N)nc(N2CCCC2)c(C#N)c1-c1ccc(Cl)cc1
  ?, -2%, -8%, 20
CCCCn1nc(C(=O)N2CCc3ccccc32)c2ccccc2c1=O
  13, -3%, -7%, ?
Cc1cc(-c2c(C)[nH]n(-c3ccc(Cl)cc3)c2=O)n(-c2ccc(Cl)cc2)n1
  6, -17%, -23%, 79
N#CCCn1c(=O)c(-c2ccc(F)cc2)nc2cnc(Oc3cccc(Cl)c3)nc21
  /, -1%, 6%, /
O=S(=O)(CCc1nnc(-c2ccc(Br)cc2)o1)c1ccc(Cl)cc1
  -3, -3%, -10%, 9
CCOc1ccc(S(=O)(=O)c2c(C(=O)c3ccccc3)cnc3cc4c(cc23)OCCO4)cc1
  -4, /, -2%, 27
O=C(Nc1ccc(F)cc1)C(c1ccccc1)N1CCN(C(=O)c2ccco2)CC1 (centres undefined)
  4, 0%, 9%, 36
O=C(Nc1cccnc1)c1ccc(S(=O)(=O)N2CCCCCC2)cc1
  3, 9%, -3%, 11
Cc1ccc(C(=O)NC2CCN(C(=O)NC3CCCCC3)CC2)cc1
  -8, /, 2%, ?
CN(Cc1cnc2nc(N)nc(N)c2n1)c1ccc(C(=O)NC(CCC(=O)O)C(=O)O)cc1 (centres undefined)
  /, -2%, 1%, /
N[C@H](C(=O)N[C@@H]1C(=O)N2C(C(=O)O)=C(Cl)CS[C@@H]12)c1ccccc1
  -3[20.6 µM], 16%[25.6 µM], -3%[25.6 µM], /
CC(C)(C)NCC[C@@H](O)c1cc(C(F)(F)F)nc2c(C(F)(F)F)cccc12
  /, 16%[11.4 µM], 5%[11.4 µM], /
Cc1ccc(NC(=O)CCn2c(=O)oc3ccccc32)c(C)c1
  -1, -8%, -6%, 14
CCC(=O)Nc1ccc2c(c1)nc1n2CCSC1
  ?, -3%, -5%, 17
COc1ccccc1NC(=O)CSc1nnc(-c2ccncc2)n1CC1CCCO1 (centres undefined)
  11, 0%, 2%, ?

Molecules from the list above that have an aryl methoxy group (4):
Value order – IMPase inh, 15-hLO-2 inh, ALOX12 inhib, PNC inhibitor
CCn1c(SCc2nc(CC(=O)Nc3ccccc3OC)no2)nnc1-c1cccs1
  4, -4%, 3%, -10
CCOC(=O)C1=C(c2ccccc2)N(C)C(=O)NC1c1ccc(O)c(OC)c1 (centres undefined)
  -23, -14%, -15%, ?
COc1cc(C(=S)N2CCC(C(N)=O)CC2)ccc1O
  13, 8%[2.29 µM], -2%, -4
COc1ccccc1NC(=O)CSc1nnc(-c2ccncc2)n1CC1CCCO1 (centres undefined)
  11, 0%, 2%, ?

Next structures
Value order – IMPase inh, 15-hLO-2 inh, ALOX12 inhib, PNC inhibitor
COc1ccc(C2=NN(c3nc4ccccc4s3)C(=O)/C2=C\N(C)C)cc1
  /, /, -30%, 25
CCN(CC)S(=O)(=O)c1cc(C(=O)OCC(=O)NC(=O)c2cccn2C)ccc1C
  /, /, -4%, ?
CCOC(=O)C(C)Sc1nc2c(c(=O)[nH]c(=O)n2C)n1Cc1ccc(Cl)cc1 (centres undefined)
  20, -19%, -9%, 9
CSC1=N/C(=C\c2ccc3c(c2)OCO3)C(=O)S1
  -1, -7%, -12%, -27
OC(COc1ccc2ccccc2c1Br)Cn1cnc(-c2ccccc2)c1 (centres undefined)
  -24, 21%, 4%, 23
N#CCCn1c(SCC(=O)NCCc2ccc(F)cc2)nc2ccccc21
  9, -7%, -3%, -27
COc1ccc(-n2c(SCC(=O)NCc3ccco3)nc3c([nH]c4ccccc43)c2=O)cc1
  5, -8%, 4%, -108*
CCC/C=C(\CCC)C(NS(C)(=O)=O)c1ccccc1 (centres undefined)
  /, -4%, 2%, /
CCOC(=O)NC(O)C(=O)c1cccs1 (centres undefined)
  -21, -2%, -2%, ?
CCOC(=O)c1cnn(-c2cc(Oc3ccccc3C)ncn2)c1N
  3, 10%, -3%, 16
O=C(CNS(=O)(=O)c1ccccc1)NCC(=O)OCc1ccccc1F
  /, /, -5%, 26
COC(=O)C1=C(C)OC(N)=C(C#N)C1c1ccco1 (centres undefined)
  ?, /, -2%, ?
O=C1C2C3C=CC(C3)C2C(=O)N1CCCCN1C(=O)C2C3C=CC(C3)C2C1=O (centres undefined)
  3, -2%, 6%, -13
CCCNC(=S)N(Cc1ccccc1)Cc1nc2ccccc2c(=O)[nH]1
  /, /, 1%, 5
COC(=O)c1c(NC(=O)CSc2nnc(CNc3ccc(Cl)cc3)o2)sc(C)c1C
  2, -12%, -3%, ?
Cc1ccc2nc3c(cc(C(=O)NCCCn4ccnc4)n3C)c(=O)n2c1
  -16, 10%, 0%, 4
O=C(c1cccs1)c1cn(CC(=O)N2CCc3ccccc3C2)c2ccccc12
  7, -5%, -7%, 18
CCOc1ccccc1N1CCN(c2nc3ccccc3nc2C(C#N)C(=O)OC)CC1 (centres undefined)
  2, -17%, 9%, 37
COc1cc(OC)c(N(C)C(=O)CCNC(=O)Cn2cnc3ccccc3c2=O)cc1Cl
  -10, 5%, -4%, ?
Cn1nc(OCC(N)=O)ccc1=O
  -7, /, 3%, -100*
Cc1cccc(NC(=O)C2CCCN(c3nc(C)cc(C)n3)C2)c1 (centres undefined)
  3, 0%, -8%, ?
CC(=O)Nc1ccc(S(=O)(=O)NC(CC(=O)O)c2ccc(OC(C)C)cc2)cc1 (centres undefined)
  -1, 4%, -2%, -20
O=C1c2ccccc2C(=O)N1n1cccc1
  /, /, 1%, -7
O=C(CSc1nnc2sc3ccccc3n12)c1ccco1
  -8, 3%, -7%, -13
Brc1ccc(-n2cc(-c3ccccc3)c3c(NN4CCOCC4)ncnc32)cc1
  -1, /, 3%, 16
Cc1ccc(S(=O)(=O)NNC(=O)C2CCN(Cc3ccccc3)CC2)cc1
  16, /, -2%, -100*
COc1ccc(S(=O)(=O)NCCC(=O)NC2CCCCCCC2)cc1
  -4, /, -5%, ?
CC(=O)c1oc2ccccc2c1NC(=O)CN1CCCCC1
  6, /, 2%, ?
O=C(Nc1nsc(-c2ccccc2)n1)c1ccncc1
  0, -6%, -3%, 10
COc1ccc(-n2ncc3c(NCC(C)C)ncnc32)cc1
  6, /, -26%, 45

Shown as a hit in PNC inhibitor (from the list above):
Value order – IMPase inh, 15-hLO-2 inh, ALOX12 inhib, PNC inhibitor
COc1ccc(-n2c(SCC(=O)NCc3ccco3)nc3c([nH]c4ccccc43)c2=O)cc1
  5, -8%, 4%, -108*
Cn1nc(OCC(N)=O)ccc1=O
  -7, /, 3%, -100*
Cc1ccc(S(=O)(=O)NNC(=O)C2CCN(Cc3ccccc3)CC2)cc1
  16, /, -2%, -100*

The results go on.
Value order – IMPase inh, 15-hLO-2 inh, ALOX12 inhib, PNC inhibitor
CCOC(=O)c1cn(CC)c2cc(N3CCOCC3)c(F)cc2c1=O
  9, /, 0%, 23
CCOC(=O)C1=C(Nc2ccc(C)cc2)CC(C)(O)C(C(=O)OCC)C1c1ccccc1 (centres undefined)
  8, 8%, -5%, -8
CC(=O)O[C@]1(C(C)=O)CC[C@H]2[C@@H]3C=C(C)C4=CC(=O)CC[C@]4(C)[C@H]3CC[C@@]21C
  /, /, -3%, 68
N#CC1(c2ccc(NC(=O)c3ccccc3F)cc2)CCCC1
  5, /, 0%, ?
CCn1c(C)cc(/C=C2/SC(=S)NC2=O)c1C
  9, /, -5%, -22
CCc1nnc(NC(=O)/C=C/c2ccco2)s1
  16, /, 0%, ?
CC(=O)CC(C)(C)S(=O)(=O)c1ccc(Oc2ccc(S(=O)(=O)C(C)(C)CC(C)=O)cc2)cc1
  ?, /, -4%, 155
O=C(CCc1nc2ccccc2[nH]1)NCc1ccc2c(c1)OCO2
  /, /, 2%, 36
Cn1c(=O)n(C)c2cc(S(=O)(=O)NCc3ccccc3)ccc21
  1, -6%, -5%, -8
COc1ccc2c(c1)O[C@H](c1ccc3c(c1)OCO3)[C@@H](O)C2=O
  /, /, -5%, 62
CCC(C)c1ccc2oc(-c3ccc(NC(=O)Cn4cnc5c(=O)n(C)c(=O)n(C)c54)cc3)nc2c1 (centres undefined)
  -1, 0%[2.29 µM], 6%, ?
Cc1nnc(SCC(=O)N2CCOCC2)s1
  -7, -3%, 1%, ?
COc1ccccc1/C=C/C(=O)N1CCC(c2ccccc2)C1 (centres undefined)
  /, /, -1%, 13
CC1(C)C(=O)Nc2ccccc2N1C(=O)CSc1nnc2ccccn12
  /, /, -4%, 21
O=C(O)c1ccc2c(=O)[nH]c(CN3CCOCC3)nc2c1
  8, -3%, 2%, 25
N#CC(C#N)=C1NC2(CCCC2)Cc2ccccc21
  /, /, -2%, -19
O=C(NCc1nc2ncc(Br)cc2[nH]1)c1ccccc1
  0, 1%, -10%, ?
Cc1ncc(S(=O)(=O)c2ccccc2)c(-c2ccccc2Cl)n1
  -1, -4%, 2%, ?
COc1cc(C(N)=O)ccc1OCc1ccccc1
  2, 16%, -3%, 3
CCOC(=O)c1cnc2c(OC)cccc2c1N1CCN(c2ccc(OC)cc2)CC1
  24, 14%, -1%, ?
CC(C)Cc1c2c([nH]c(=S)c1C#N)CCCC2
  /, /, 1%, ?
CCOC(=O)Cc1csc(NC(=O)CCCN2C(=O)c3ccccc3C2=O)n1
  7, 1%, -2%, 60
Cc1ccc(C)c(NC(=O)CSc2nnc(C)c(=O)n2N)c1
  /, /, 0%, 6
N#Cc1c2ncn(CC(=O)c3ccc(Br)cc3)c(=O)c2c2n1CCC2
  7, -3%, -4%, 11
NCCC(=O)O
  -5, 17%, -1%, /

Reprinted from above (2 entries):
Value order – IMPase inh, 15-hLO-2 inh, ALOX12 inhib, PNC inhibitor
CCCNC(=S)N(Cc1ccccc1)Cc1nc2ccccc2c(=O)[nH]1
  /, /, 1%, 5
COC(=O)c1c(NC(=O)CSc2nnc(CNc3ccc(Cl)cc3)o2)sc(C)c1C
  2, -12%, -3%, ?

Source: PubChem BioAssay (National Center for Advancing Translational Sciences (NCATS))
